M5 antag = antagonists of human muscarinic M5 receptor (CHRM5) | P08912 | CHO-hM5 cells, Fluo-8 calcium fluorescence, ACh EC80 | inhibition, % at 3 µM | actives 0.59% (n = 360,000) | AID 624040;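 active means inhibition above a per-plate cutoff, the mean of that plate's test compounds plus 3 SD, cut at about 27% in these data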;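 further: 0% = acetylcholine EC80 with DMSO and 100% = DMSO without agonist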
TAAR1 agonist = agonists of human TAAR1 | actives 0.99% (n = 360,000) | Q96RJ0 | AID 624467 | activation, % at 3 µM | CHO RD-HGA16 TAAR1, Fluo-8 calcium fluorescence; vehicle wells 0%, saturating PEA agonist 100%;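 active means activation above the mean activation of all test compounds in the run plus 3 SD, cut at about 38% in these data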
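Test system: RD-HGA16 (CHO) cells co-expressing Gα16 and hTAAR1; dosing: one-point dosing at 3 µM (nominal); timing: 17-24 h seeding, 75 min 37 °C dye, 30 min RT; signal: kinetic Fluo-8 calcium fluorescence; read-out basis: % activation relative to PEA EC100 response; controls: DMSO and PEA EC100; replicates: n 1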
CHRM1 PAM = human CHRM1 positive allosteric modulation | CHO-K1 hM1, Fluo-8 calcium fluorescence, ACh EC20; 0% = ACh EC20, 100% = maximal ACh | activation, % at 3 µM | actives 0.088% (n = 360,000) | AID 588819; in the data active means activation above about 19%, passing the limit was not always enough
Target sequence (P11229 whole entry, looked up): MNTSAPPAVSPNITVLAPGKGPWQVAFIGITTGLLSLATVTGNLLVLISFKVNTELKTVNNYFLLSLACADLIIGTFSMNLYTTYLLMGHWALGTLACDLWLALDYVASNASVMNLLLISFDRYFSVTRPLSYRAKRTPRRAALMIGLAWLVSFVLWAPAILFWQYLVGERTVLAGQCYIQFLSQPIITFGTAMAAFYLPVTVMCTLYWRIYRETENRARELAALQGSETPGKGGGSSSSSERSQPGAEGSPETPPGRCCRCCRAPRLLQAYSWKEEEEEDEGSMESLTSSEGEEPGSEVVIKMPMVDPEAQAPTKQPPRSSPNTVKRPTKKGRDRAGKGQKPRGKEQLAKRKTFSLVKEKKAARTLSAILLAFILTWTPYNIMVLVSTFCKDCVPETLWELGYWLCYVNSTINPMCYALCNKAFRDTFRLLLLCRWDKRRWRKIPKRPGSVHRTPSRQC
CHRM1 agonist = agonists of human M1 muscarinic receptor. P11229. CHO-K1 hM1, Fluo-8 calcium fluorescence, agonist mode; 0% DMSO, 100% acetylcholine EC100. activation, % at 3 µM. actives 0.33% (n = 360,000). AID 588814;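 active means activation above the run's mean compound activation plus 3 SD, cut at about 16% in these data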;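 further: peak over basal fluorescence ratio within a 140 s kinetic read after compound addition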
CHRM4 agonist = agonists of human muscarinic M4 receptor (CHRM4). P08173. CHO-K1 hM4/Gqi5, Fluo-8 calcium fluorescence; vehicle 0%, full acetylcholine response 100%. activation, % at 3 µM. actives 0.14% (n = 360,000). AID 624127;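 active means activation above the run mean over all test wells plus 3 SD, cut at about 32% in these data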;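 further: peak over basal fluorescence ratio per well then scaled between controls; 0% = DMSO wells and 100% = acetylcholine at EC100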
Target sequence (P08173 whole entry, looked up): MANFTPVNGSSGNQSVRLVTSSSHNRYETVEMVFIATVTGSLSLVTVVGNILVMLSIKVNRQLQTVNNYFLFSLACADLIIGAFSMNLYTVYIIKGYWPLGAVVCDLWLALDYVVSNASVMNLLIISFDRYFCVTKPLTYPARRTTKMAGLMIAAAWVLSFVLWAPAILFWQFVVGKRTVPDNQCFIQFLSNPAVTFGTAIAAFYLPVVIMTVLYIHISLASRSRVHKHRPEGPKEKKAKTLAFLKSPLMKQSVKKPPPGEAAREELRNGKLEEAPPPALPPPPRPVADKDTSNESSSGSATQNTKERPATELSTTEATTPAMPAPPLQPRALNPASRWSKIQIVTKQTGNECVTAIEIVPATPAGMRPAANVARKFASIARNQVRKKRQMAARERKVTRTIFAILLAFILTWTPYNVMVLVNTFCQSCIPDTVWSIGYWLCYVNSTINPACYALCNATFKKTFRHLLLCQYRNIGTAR
M5 PAM = positive allosteric modulators of human muscarinic M5 receptor. P08912. CHO-K1 hM5, Fluo-8 calcium, ACh EC20 PAM; 0% = ACh EC20, 100% = ACh EC100. activation, % at 3 µM. actives 0.3% (n = 360,000). AID 624038;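 active means activation above the run cutoff, the mean activation of all test compounds plus 3 SD, cut at about 18% in these data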
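Probe or stimulus: acetylcholine, EC20 level; Assay system: human M5 receptor in CHO-K1 cells; Schedule: compound preincubation 140 s before EC20 acetylcholine addition; Technique: intracellular calcium via Fluo-8 fluorescence; Dosing: single-point, 3 µM nominal; Read-out basis: percent activation from peak-over-basal fluorescence ratio, scaled EC20-to-EC100 acetylcholine; Repeats: one well per compound, no replicates.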
M1 antag = human CHRM1 antagonism; P11229; inhibition, % at 3 µM; AID 588852; CHO-K1 hM1, Fluo-8 calcium fluorescence, ACh EC80 antagonist; actives 1.3% (n = 360,000);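 active means percent inhibition above its own plate's cutoff, namely the mean of that plate's compound wells plus 3 SD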;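 further: peak over basal fluorescence ratio during 140 s after agonist addition; 0% = ACh EC80 plus DMSO and 100% = DMSO alone without agonist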
CHRM4 antagonist = blocks acetylcholine activation of human M4 receptor. P08173. CHO-hM4 cells, ACh EC80, Fluo-8 calcium fluorescence. inhibition, % at 3 µM. actives 0.73% (n = 360,000);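 active means inhibition above its plate's cutoff, the mean inhibition of sample wells plus 3 SD, cut at about 27% in these data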;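 further: 0% = acetylcholine EC80 with DMSO and 100% = DMSO without agonist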
CHRM5 agonist = CHRM5 agonism in calcium assay; CHO-K1 hM5 cells, Fluo-8 calcium fluorescence; 0% DMSO wells, 100% maximal acetylcholine response; P08912; actives 0.19% (n = 360,000); activation, % at 3 µM;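 active means activation above the run's mean over test compounds plus 3 SD, cut at about 23% in these data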;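 further: signal is peak over basal fluorescence ratio across the kinetic read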
An asterisk follows results filed as active; . = no result given. Only part of the results is shown; rates above refer to the full screens.

SMILES | M5 antag | TAAR1 agonist | CHRM1 PAM | CHRM1 agonist | CHRM4 agonist | M5 PAM | M1 antag | CHRM4 antagonist | CHRM5 agonist
C/C(=N\NS(=O)(=O)c1ccc([N+](=O)[O-])cc1)c1cccs1 | 1 | -2 | 11 | -3 | 0 | 3 | -2 | 4 | -3
O=C(Cc1ccccc1)NCC(=O)OCC(=O)c1ccc([N+](=O)[O-])cc1 | -8 | 4 | 12 | -9 | 1 | 0 | -6 | 6 | -1
Cc1nc(C(F)(F)F)c(C(=O)NC(=O)Nc2ccccc2)s1 | 0 | 16 | 5 | -5 | 0 | 8 | -1 | 8 | 0
COCCNc1nc(Nc2ccccc2Cl)c2sc(-c3ccccc3)cc2n1 | -3 | -1 | 0 | -4 | 1 | -1 | -6 | -4 | -2
Cc1ccc(/C=N/Nc2nnc(Cc3ccccc3)c(=O)[nH]2)o1 | 3 | 0 | 8 | -7 | 4 | -1 | -11 | -15 | -2
Cc1cccc(-c2nn(-c3ccccc3)cc2C(=O)NCC(c2cccs2)N2CCOCC2)c1 (stereo unspecified) | 4 | 0 | 1 | -5 | 1 | 6 | -2 | -1 | 1
CCOCCOC(=O)C1=C(C)N(C)C(=O)NC1c1cc(Cl)c(O)c(OCC)c1 (stereo unspecified) | 2 | 1 | 1 | -3 | 0 | -1 | 8 | 4 | -1
COc1cc2c(cc1NC(=O)CSc1nnc(COc3ccc(Cl)cc3)n1C)oc1ccccc12 | -3 | 15 | 5 | -3 | 1 | -2 | 2 | 0 | 2
O=C(Cc1ccccc1)NCCCNC(=O)Cc1ccccc1 | 14 | 1 | -2 | -2 | 1 | -3 | 11 | 2 | 2
COc1ccc(-c2nn(-c3ccccc3)cc2C(=O)N2CCN(S(=O)(=O)c3ccccc3C#N)CC2)cc1 | 15 | 4 | 0 | -4 | 5 | -4 | 2 | 7 | -3
O=C(O)CNC(=O)CC1S/C(=N/N=C2\CSC(=O)N2)NC1=O (stereo unspecified) | 6 | 4 | 8 | -3 | 1 | -6 | -5 | 1 | -1
CCOC(=O)c1sc(NC(=O)Cn2nnc3sc4c(c3c2=O)CCCC4)nc1C | 2 | -3 | -6 | -5 | 3 | -3 | 7 | 2 | 2
CC(C)C(=O)Nc1nnc(SCC(=O)NCc2cccs2)s1 | 0 | 1 | 6 | -4 | 1 | 0 | 6 | -9 | -1
O=S(=O)(c1ccc2ccccc2c1)N(CC1CO1)c1ccccc1 (stereo unspecified) | 19 | 9 | 1 | -10 | 9 | -9 | -1 | -7 | -1
COc1ccc(-c2cc3c(=O)n(CC(=O)NCCCN4CCC(N5CCCCC5)CC4)ncn3n2)cc1 | 13 | 2 | 4 | 14 | 0 | -4 | -8 | -4 | -8
O=C(CC1OC(=O)c2ccccc21)Nc1ccccc1N1CCOCC1 (stereo unspecified) | 1 | 6 | -1 | -4 | 2 | -2 | -2 | 4 | 0
COc1ccc(OC)c(Nc2cc3ccccc3c(=O)[nH]2)c1 | 0 | 10 | 13 | 1 | 7 | 4 | 4 | 8 | 3
CCC1CCCCN1C(=O)c1cccc(S(=O)(=O)Nc2cc(C(F)(F)F)ccc2Cl)c1 (stereo unspecified) | 1 | 1 | -3 | -5 | 3 | -3 | -1 | -16 | -2
COc1ccc(C2C(C(C)=O)=C(O)C(=O)N2c2ccccn2)cc1 (stereo unspecified) | 10 | -1 | 4 | -5 | 1 | -3 | -11 | 1 | 1
CCCc1ccc(C(=O)NNC(=O)c2ccc(Br)cc2)cc1 | -8 | 3 | 6 | -5 | 0 | -1 | -7 | -10 | -4

3 entries from above, arranged by the value under M5 PAM, high to low:
Structure,M5 PAM
CC(C)C(=O)Nc1nnc(SCC(=O)NCc2cccs2)s1,0
O=C(Cc1ccccc1)NCCCNC(=O)Cc1ccccc1,-3
O=S(=O)(c1ccc2ccccc2c1)N(CC1CO1)c1ccccc1 (stereo unspecified),-9

Other entries follow:
SMILES | M5 antag | TAAR1 agonist | CHRM1 PAM | CHRM1 agonist | CHRM4 agonist | M5 PAM | M1 antag | CHRM4 antagonist | CHRM5 agonist
CC(=O)N1CCN=C1SCc1ccc(Br)cc1 | -5 | -1 | 6 | -1 | 0 | 0 | -13 | -4 | 1
CCOC(=O)C1(C)NC(c2cccs2)C2C(=O)N(c3ccc(OC)cc3)C(=O)C21 (stereo unspecified) | 7 | -1 | 8 | -5 | 1 | -3 | -2 | 1 | -1
CCCCNC(=O)c1ccc(NC(=O)C2CCCO2)cc1 (stereo unspecified) | -6 | 9 | 10 | 4 | 1 | 7 | -15 | 2 | -4
COc1cccc(C2C(C#N)=C(N)OC3=C2C(=O)CCC3)c1OC(=O)c1ccco1 (stereo unspecified) | 1 | 5 | 0 | -1 | 0 | -1 | -24 | 3 | -2
Cc1ccc(NC(=O)COC(=O)c2ccco2)cc1S(=O)(=O)N1CCCCC1 | -3 | 1 | 5 | 0 | 2 | 0 | -8 | 0 | 0
COc1ccc(N2C(=O)c3ccccc3NC(=O)C2C(=O)Nc2ccc(N3CCOCC3)cc2)cc1 (stereo unspecified) | 13 | 0 | . | . | 2 | -5 | . | -4 | 0
CCc1nc2c(OCc3ccc(F)c(F)c3)cccn2c1N(C)C(=O)c1ccc(C)cc1 | 9 | 5 | -6 | -9 | -1 | -2 | -14 | 3 | -3
Cc1ccc(S(=O)(=O)N2CCOCC2)cc1NC(=O)CN1CCN(C)CC1 | 6 | 13 | 7 | -4 | 1 | -4 | -2 | 7 | 2
COc1ccc(NC(=O)C2CCCN(S(=O)(=O)c3ccc4[nH]c(=O)ccc4c3)C2)cc1 (stereo unspecified) | -3 | 1 | 10 | -1 | 2 | 5 | -20 | -18 | 3
CN(Cc1cnccn1)C(=O)C1CCC(=O)N(CCc2ccc(Cl)cc2)C1 (stereo unspecified) | 14 | 1 | -2 | -6 | 1 | -3 | 1 | 2 | -4
O=C(Nc1ccc(Br)cc1)C1CC(O)CN1C(=O)OCc1ccccc1 (stereo unspecified) | -10 | 2 | 9 | -5 | 2 | 7 | -1 | 3 | -2
CCOC(=O)C1=NNC(C(=O)c2ccc(Cl)cc2)C1c1ccccc1 (stereo unspecified) | 1 | 0 | -4 | -3 | -1 | 0 | -4 | 6 | -2
COc1ccccc1CN1C(=O)CCC1(C)C(=O)NCc1cccnc1 (stereo unspecified) | -7 | 16 | 5 | -5 | 1 | 2 | -6 | 10 | -2
COCC(=O)Nc1ccc([N+](=O)[O-])cc1C | 4 | 4 | 11 | -5 | 0 | -2 | -6 | 6 | -2
CCc1ccc(-c2nc(CN3CCCC(C(=O)NCCc4ccc(OC)c(OC)c4)C3)c(C)o2)cc1 (stereo unspecified) | 7 | 8 | 3 | -5 | 4 | -5 | -7 | -4 | -6
Cc1ccc(C(=O)NC(=S)N(C)C2CCCCC2)cc1Br | -7 | -2 | -4 | -3 | 0 | 2 | 11 | 0 | -5
Cc1nnc(NC(=O)CCC(=O)N2CCC(C)CC2)s1 | 4 | 2 | 7 | -3 | 0 | -3 | -5 | -5 | -1
COc1ccc(N(CC(=O)Nc2cc(OC)cc(OC)c2)S(=O)(=O)c2c(C)n[nH]c2C)cc1 | -13 | 3 | 9 | -3 | 4 | 6 | -8 | -11 | 1
CNC(=S)N/N=C/c1ccccc1Cl | 5 | 8 | 6 | -8 | 0 | -4 | -6 | -9 | -2
O=C(CSc1nnc(-c2ccco2)n1CC1CCCO1)c1ccccc1 (stereo unspecified) | 7 | 2 | 4 | -4 | 3 | -5 | -2 | -12 | -5

Quoted from the listing:
For M5 PAM, `Cc1ccc(NC(=O)COC(=O)c2ccco2)cc1S(=O)(=O)N1CCCCC1` has the entry 0
For CHRM4 agonist, `O=C(CSc1nnc(-c2ccco2)n1CC1CCCO1)c1ccccc1` (stereo unspecified) has the entry 3

Next part:
SMILES | M5 antag | TAAR1 agonist | CHRM1 PAM | CHRM1 agonist | CHRM4 agonist | M5 PAM | M1 antag | CHRM4 antagonist | CHRM5 agonist
Cc1cc(F)c(F)c(C(=O)N2CCC(C)CC2)c1Cl | -6 | -1 | 8 | -8 | -1 | 1 | -9 | 2 | -3
Cc1ccc(S(=O)(=O)/N=C/c2cc(Br)ccc2O)cc1 | 11 | 4 | 12 | -1 | 0 | 1 | -15 | -3 | 1
C=CCN(C(C)=O)C1CC(=O)N(c2ccc(OCCC)cc2)C1=O (stereo unspecified) | -7 | 13 | 5 | -4 | 1 | 0 | -10 | -5 | -4
COc1ccccc1NC(=O)CSc1nnc(Cc2cccs2)n1C | 3 | 2 | 10 | -5 | 1 | -2 | -12 | -15 | -3
NS(=O)(=O)c1ccc(CCNC(=O)c2cc(S(=O)(=O)N3CCCCC3)ccc2Cl)cc1 | -5 | 9 | 1 | -5 | 2 | -3 | -3 | 3 | 1
O=C(C1CCCCN1S(=O)(=O)c1ccccc1[N+](=O)[O-])N1CCCC1 (stereo unspecified) | -1 | 5 | 10 | -1 | 4 | 10 | -3 | -7 | 4
N#Cc1cc([N+](=O)[O-])ccc1NCCc1ccccn1 | 7 | 2 | 4 | -6 | 3 | -1 | -6 | 8 | -8
COc1cc(-c2nc3cc(C)ccn3c2NC2CCCCC2)ccc1-c1ccc(C(C)=O)cc1 | 3 | 1 | -6 | -5 | 4 | -15 | -1 | 3 | -1
COc1ccc(NC(=O)Nc2cc(C)ccn2)cc1 | 8 | 2 | 3 | -1 | 2 | -1 | -3 | 2 | 3
N/C(Cc1cccs1)=N\OC(=O)COc1ccccc1 | 2 | 5 | 2 | -3 | 0 | 0 | -20 | -1 | -3
CCOC(=O)N1CCN(C(=O)CCN2C(=O)COc3ccccc32)CC1 | 13 | -1 | -1 | -6 | 0 | -4 | 5 | 2 | 1
Cc1ccc(C2(C)NC(=O)N(CC(=O)N3CCN(S(=O)(=O)c4ccccc4[N+](=O)[O-])CC3)C2=O)cc1 (stereo unspecified) | 5 | 2 | 5 | -3 | 2 | -2 | 1 | -10 | 0
COc1ccc(-c2nc(C)c(C(C)=O)n2O)cc1 | -4 | 5 | 2 | 0 | 1 | -13 | 16 | -3 | -2
O=C(Nc1cc(Br)ccc1O)c1cc(-c2ccc3c(c2)OCO3)on1 | 5 | 1 | -11 | -4 | 1 | -1 | 19 | 4 | -2
CCOC(=O)N1CCN(C(=O)C2CCN(S(=O)(=O)c3ccc(Br)s3)CC2)CC1 | 2 | 0 | -3 | -3 | 3 | -2 | -25 | -4 | -10
COC(=O)[C@@]1(Cc2ccccc2)[C@@H]2C(=CC(=O)[C@H]2CC(=O)C(=O)N(C)C)CN1C(=O)c1ccccc1 | 14 | . | 0 | 0 | 2 | -6 | 1 | -5 | 4
COc1ccc(NC2CCCN(C(=O)CCc3ccncc3)C2)cc1OC (stereo unspecified) | -19 | 4 | 3 | -3 | 1 | 6 | -5 | -25 | -6
COC(=O)c1sc(NC(=O)c2ccoc2C)nc1C | -3 | 0 | 13 | -4 | 0 | 0 | -19 | -1 | -1
CCOC(=O)CN(C(=O)CN1CCOCC1)c1ccc(Br)cc1 | -5 | 20 | 0 | -3 | 0 | 2 | 7 | -1 | 1

Source: PubChem BioAssay
